ELG1 DNA repair – inhibitors of ELG1-dependent DNA repair in HEK293T cells. HEK293T ELG1-luciferase reporter, luminescence, 16 h; DNA damage induced by 5-fluorouridine. Potency, µM (top dose mostly 46.1 µM), inactives show at the highest dose activity change, negative = inhibition, hits mostly inhibitors. 330,000 tested, 2.3% active; further: potency means the concentration at half of the fitted maximal effect; on the % scale 0 is the no-effect control and ±100 the full control effect; nearly all actives have a fitted effect of over 55% in size
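Cells (2,000 per well) received 5-fluorouridine plus test compound or DMSO and were incubated 16 hr at 37 °C, 5% CO2. Luciferase activity was read by luminescence 30 min after ONE-Glo addition; signal suppression marked inhibition of damage-induced ELG1 function.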
Chronic BCR inh – blocks chronic active B-cell receptor signaling | ABC-DLBCL IkBa-CBG/CBR reporter, luminescence ratio, 4 h | Potency, µM (doses to about 46.1 µM), without a hit: top-dose ratio change, negative = lower green/red ratio, most hits filed as inhibitors | 340,000 tested, 0.05% active | AID 493014; active means well fitted inhibition curve with a large enough effect in the signal ratio, with a control signal flat, not every such curve was filed as active; inconclusive means small, poorly fitted or top-dose-only effect, or effect the other way, or a change in a side signal; the % refers to the signal ratio;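 further: potency means the concentration at half of the fitted maximal effect; plate controls were basal doxycycline-induced cells for no effect and cells given 10 µM MG132 for full effect; MG132 reads +100%, hits lower the ratio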
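Compounds up to 46 uM were incubated four hours with TMD8 cells whose green CBG68 luciferase is fused to IkappaBalpha; red CBR luminescence normalised the signal, and concentration-effect curves were fitted to fusion, red and ratio data.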
Mito fusion act – blocks mitochondrial division or promotes mitochondrial fusion | 320,000 tested, 0.23% active | Potency, µM (series often up to 46.1 µM), without a hit: at the highest dose growth rescue (activation), hits mostly activators | S. cerevisiae fusion-defective mutant growth rescue, CellTiterGlo 48 h;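 further: potency means the concentration at half of the fitted maximal effect; % of control where 0% means no effect; nearly all actives have a fitted effect of over 45% in size; temperature-sensitive fusion mutants such as fzo1-1 at 37 °C on non-fermentable ethanol glycerol medium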
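Temperature-sensitive fusion-defective S. cerevisiae (e.g. fzo1-1, mgm1-5) were grown with compound in YPEG medium (3% ethanol, 3% glycerol) for 48 hours at 37C. Growth rescue was measured as viability by CellTiterGlo luminescence after 10 minutes at ambient.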
Eya2 inh – inhibitors of human Eya2 phosphatase activity; AID 488837; recombinant Eya2, OMFP fluorescence dephosphorylation (OMFP is methylfluorescein phosphate); Potency, µM (top dose mostly 76.9 µM), without a hit: top-dose activity, negative = inhibition, hits mostly inhibitors; O00167; 330,000 tested, 0.006% active; further: potency means the concentration at half of the fitted maximal effect; on the % scale 0 is the no-effect control and ±100 the full control effect
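Eya2 (0.2 uM) preincubated 10 min at ambient with compound, then OMFP substrate added at 50 uM; 10 min reaction in 50 mM HEPES pH 7.5, 50 mM NaCl, 5 uM MgCl2, 0.05% BSA, 1 mM DTT. Fluorescence read at Ex 485/Em 525 nm.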
USP2a inh – blocks human ubiquitin-specific protease USP2a | USP2 core, Ub-CHOP2 coupled fluorogenic reporter, 485/531 | Potency, µM (top dose mostly 38.3 µM), for inactives: top-dose activity change, negative = inhibition, hits mostly inhibitors | O75604 | 330,000 tested, 0.01% active;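 further: potency means the concentration at half of the fitted maximal effect; plate controls were DMSO wells for no effect and full inhibition by NEM control for full effect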
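Deubiquitinase activity read as fluorescence (485/531 nm) after Ub-CHOP2 cleavage activates the enterokinase reporter on its substrate; USP2 core 10nM, Ub-CHOP2 and substrate 25nM each, 30min compound preincubation then 60min RT; data normalized to NEM, curves fitted.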
TSG101-PTAP inh – blocks PTAP/TSG101 interaction to inhibit HIV-1 budding; Q99816; Fluorescence polarization, FITC-PTAP peptide / Tsg101 binding; Potency, µM (top dose mostly 115 µM), inactives show top-dose activity change, negative = inhibition, usual class: inhibitors; 340,000 tested, under 10 active; AID 493005; active means well fitted inhibition curve with a large enough effect in the main read-out, with a control signal flat, not every such curve was filed as active; inconclusive means small, poorly fitted or top-dose-only effect, or effect the other way, or a change in a side signal; inactive means no such curve, though single readings can be large or run the other way; further: potency means the concentration at half of the fitted maximal effect; % of control where 0% means no effect
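FP read-out: FITC-PTAP peptide, 50 nM final, binding Tsg101 binding domain, 10 uM final; 20 min, r.t.; 10 mM HEPES pH 7.5, 0.15 M NaCl, 0.01% Tween 20, 3 mM EDTA, 0.1 mM TCEP.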
TSHR antagonist – antagonists of human thyroid stimulating hormone receptor; P16473; AID 504810; activity change, negative = inhibition, % at 11.5 µM; 330,000 tested, 0.2% active; TSHR-expressing cells, TSH-stimulated cAMP HTRF, 2 h; stronger effect = lower value;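 active means activity change below a set negative limit, meaning inhibition stronger than a set level, cut at about -70% in these data; inconclusive means activity change between two set negative limits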; further: on the % scale 0 is the no-effect control and ±100 the full control effect
Target sequence (P16473 whole entry, looked up): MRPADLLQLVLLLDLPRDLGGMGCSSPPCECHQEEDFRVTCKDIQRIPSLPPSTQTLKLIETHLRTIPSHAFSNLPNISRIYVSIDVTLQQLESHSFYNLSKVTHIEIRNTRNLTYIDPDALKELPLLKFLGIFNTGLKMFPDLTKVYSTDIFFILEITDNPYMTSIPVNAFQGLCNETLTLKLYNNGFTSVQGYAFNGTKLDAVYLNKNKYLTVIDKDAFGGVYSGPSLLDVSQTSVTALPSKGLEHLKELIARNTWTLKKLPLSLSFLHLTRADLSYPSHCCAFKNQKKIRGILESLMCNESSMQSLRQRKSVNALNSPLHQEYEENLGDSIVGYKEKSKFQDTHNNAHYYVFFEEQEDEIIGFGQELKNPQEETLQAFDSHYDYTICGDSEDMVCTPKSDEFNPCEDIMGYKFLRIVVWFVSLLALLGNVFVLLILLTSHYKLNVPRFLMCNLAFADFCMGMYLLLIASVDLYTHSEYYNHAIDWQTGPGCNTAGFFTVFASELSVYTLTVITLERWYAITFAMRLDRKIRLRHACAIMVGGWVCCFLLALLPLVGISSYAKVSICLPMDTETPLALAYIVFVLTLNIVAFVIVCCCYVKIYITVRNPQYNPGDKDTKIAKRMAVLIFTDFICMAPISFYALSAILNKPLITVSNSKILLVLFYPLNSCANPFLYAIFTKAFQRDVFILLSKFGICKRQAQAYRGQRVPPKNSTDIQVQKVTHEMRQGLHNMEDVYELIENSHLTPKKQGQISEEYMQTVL
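Cell-based HTRF cAMP assay; TSHR cells + compound, TSH EC80 (4nM final), 2 h, 37 deg C. Lysis with anti-cAMP cryptate and cAMP-d2, 30 min RT, read 665/620 nm.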
Tb PFK inh – T. brucei PFK enzyme inhibition; O15648; T. brucei PFK, ADP-Glo luminescence; Potency, µM (highest dose often 57.5 µM), for inactives: top-dose activity, negative = inhibition, hits mostly inhibitors; 330,000 tested, 0.17% active;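 further: potency means the concentration at half of the fitted maximal effect; 0% = uninhibited 1x PFK enzyme wells and -100% = no-enzyme wells; nearly all actives have a fitted effect of over 60% in size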
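In TEA buffer at pH 8.0 with 5 mM MgCl2, enzyme (1.25 nM) converted F6P (0.5 mM) and ATP (0.1 mM) for 45 min at room temperature. ADP product was read by luciferase luminescence.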
TCR act – activates T cell receptor signaling; Potency, µM (series often up to 9.22 µM), for inactives: at the highest dose activation of IL-2 secretion, usual class: activators; AID 504894; primary human leukocytes, anti-CD3, IL-2 HTRF, 48 h; 330,000 tested, under 10 active; further: % of control where 0% means no effect
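Human primary leukocytes + a-CD3 beads + cpd, 48 hr; IL-2 in supernatant by HTRF (ex 320nm / em 665nm). No co-stimulatory signal supplied.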
uPA generation – cell surface uPA generation inhibition. Potency, µM (top dose mostly 38.3 µM), for the others: at the highest dose activity change, negative = inhibition, usual class: inhibitors. 330,000 tested, 0.31% active. cell surface uPA generation assay, qHTS; active means well fitted inhibition curve with a large enough effect; inconclusive means small, poorly fitted or top-dose-only effect; inactive means no such curve, though single readings can be large or run the other way; tested in mouse RAW 264.7 cells; further: potency means the concentration at half of the fitted maximal effect; on the % scale 0 is the no-effect control and ±100 the full control effect; nearly all actives have a fitted effect of over 55% in size
B2AR arrestin – beta2AR (human) beta-arrestin recruitment activity | beta-arrestin recruitment to beta2AR, cell-based reporter | Potency, µM (highest dose often 46.1 µM), for inactives: top-dose activation, most hits filed as activators | 330,000 tested, 0.02% active | AID 492947;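 further: potency means the concentration at half of the fitted maximal effect; 0% = DMSO controls and full agonism = EC100 isoproterenol or metaproterenol; nearly all actives have a fitted effect of over 65% in size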
* hit, by the source's call; ? = inconclusive; nt = no result given; [ ] = dose if it differs, or a comment. Unless noted, the call rests on the fitted dose curve; in most records, active means well fitted curve in the direction sought with a large enough effect; inconclusive means small, poorly fitted or top-dose-only effect, or another doubt; inactive means no such curve, though single readings can be large; an effect the other way counts as inactive or inconclusive.

SMILES | ELG1 DNA repair | Chronic BCR inh | Mito fusion act | Eya2 inh | USP2a inh | TSG101-PTAP inh | TSHR antagonist | Tb PFK inh | TCR act | uPA generation | B2AR arrestin
COc1ccccc1NC(=S)NCCc1ccc(S(N)(=O)=O)cc1 | 8% | 1% | 2% | -4% | 3% | -5% | -9 | 4% | 4% | -2% | -0.1%
COC(=O)c1ccccc1NC(=O)COC(=O)c1ccco1 | 4% | 3% | -9% | 10% | 2% | -1% | 6 | ? | 5% | 3% | 0.1%
O=C1c2cccnc2C(O)N1C1CCCCC1 (configuration not stated) | 15% | -4% | 4% | -6% | -5% | 0% | 2 | ? | 5% | nt | -1.0%
Cc1ccccc1NC1=C(C(=O)c2ccccc2)N(C)S(=O)(=O)c2ccccc21 | 19% | 4% | -5% | 11% | 3% | -2% | 11 | 5% | -6% | 0% | 0.4%
O=C(CP(=O)(c1ccccc1)c1ccccc1)Nc1cccc(CP(=O)(c2ccccc2)c2ccccc2)c1 | ? | ? | 0% | -13% | 2% | -5% | -2 | 3% | 0% | 19% | 4.1%
COCCNCC(=O)N1c2ccccc2Sc2ccccc21 | -3% | -1% | -2% | 2% | 0% | -4% | -14 | 2% | 5% | -2% | -0.8%
COc1cccc(N2C(=O)C3CCCN3C2c2ccc(N(C)C)cc2)c1 (configuration not stated) | ? | -3% | -3% | 18% | ? | -3% | 8 | -2% | 2% | 6% | 0.3%
CCN(c1ccccc1)S(=O)(=O)c1c[nH]c2ccc([N+](=O)[O-])cc12 | 1% | -3% | 12% | 0% | 2% | -5% | -19 | 3% | -3% | -7% | 0.3%
O=C(Nc1ccccc1Cl)OCc1cncs1 | ? | -10% | 2% | -2% | 1% | -1% | 7 | 5% | -5% | -6% | -0.1%
CCN(C[C@H]1N[C@@](Cc2ccccc2)(C(=O)OC)[C@H]2C(=O)N(C)C(=O)[C@@H]12)C(=O)COc1ccccc1 | -8% | 3% | nt | 4% | 0% | -1% | 1 | -11% | -7% | 4% | 0.0%
COc1nc(OCCNC(C)=O)nc(N(C)C)n1 | 4% | 2% | -2% | 24% | 4% | -6% | 12 | 6% | -3% | nt | -1.9%
O=C(Nc1cccc2cccnc12)c1ccc(Cl)cc1Cl | ? | ? | 18% | 13% | 2% | 0% | -2 | 2% | -4% | 6% | -0.2%
Cn1c(-c2c(N)n(CCCc3ccccc3)c3nc4ccccc4nc23)nc2ccccc21 | ? | ? | -1% | 6% | -10% | -4% | 17 | 1% | -1% | nt | -0.3%
CC(C)(C)c1ccc(C(=O)NNc2ccc(F)cc2F)cc1 | ? | -2% | 3% | -5% | 0% | 0% | 1 | 1% | -2% | -1% | 0.5%
COc1cc(C(C#N)N2CCC(c3ccccc3)=N2)ccc1O (configuration not stated) | 24% | ? | -2% | 4% | 1% | -2% | 0 | 1% | 3% | -1% | -1.0%
CCn1ccnc1CN(C)Cc1c(C(=O)N2CCCCCCC2)nc2ccc(Cl)cn12 | -2% | 1% | -6% | -2% | 1% | -6% | 6 | 0% | -3% | 13% | -0.3%
CCn1c(SCC(=O)c2ccc3c(c2)OCCO3)nnc1C(C)C | 18% | 2% | -2% | -6% | -1% | -4% | 18 | -5% | 2% | -7% | -0.6%
COc1ccccc1NC(=O)c1cc2n(n1)C(C(F)(F)F)CC(c1ccc3c(c1)OCO3)N2 (configuration not stated) | 16µM* | 0% | 12% | -8% | -3% | 0% | -18 | -2% | 10% | 4% | -0.3%
O=C(/C=C/c1ccccc1Cl)c1ccc[nH]1 | ? | ? | 14µM* | 6% | 2% | 0% | -5 | -7% | 4%[46.1 µM] | -8% | -0.2%
C#Cc1ccc([C@@H]2C=C(C(=O)N3CCN(Cc4ccccc4)CC3)O[C@H](OCC)[C@H]2CCCO)cc1 | ? | -4% | 7% | 6% | -3% | 1% | -3 | 0% | -6% | -13% | -0.5%

Reformatted tab-delimited: part of the list above
compound	ELG1 DNA repair	Chronic BCR inh	Mito fusion act	Eya2 inh	USP2a inh	TSG101-PTAP inh	TSHR antagonist	Tb PFK inh	TCR act	uPA generation	B2AR arrestin
O=C(Nc1cccc2cccnc12)c1ccc(Cl)cc1Cl	?	?	18%	13%	2%	0%	-2	2%	-4%	6%	-0.2%
Cn1c(-c2c(N)n(CCCc3ccccc3)c3nc4ccccc4nc23)nc2ccccc21	?	?	-1%	6%	-10%	-4%	17	1%	-1%	nt	-0.3%
CC(C)(C)c1ccc(C(=O)NNc2ccc(F)cc2F)cc1	?	-2%	3%	-5%	0%	0%	1	1%	-2%	-1%	0.5%

Remaining list, next part:
SMILES | ELG1 DNA repair | Chronic BCR inh | Mito fusion act | Eya2 inh | USP2a inh | TSG101-PTAP inh | TSHR antagonist | Tb PFK inh | TCR act | uPA generation | B2AR arrestin
O=c1[nH]c2ccccc2n1C1CCCCC1 | -15% | ? | 2% | -1% | 2% | -3% | -8 | -4% | -4% | -2% | -0.1%
O=C(Nc1ccccc1F)c1ccc2ncsc2c1 | ? | ? | -65%[inhibitor] | -16% | -1% | -4% | 2 | 0% | -1% | -22% | 0.0%
Cc1ccc(NC(=O)CSc2nnc(NC(=O)CN3CCOCC3)s2)cc1 | 2% | -6% | 1% | -24% | 0% | -12% | 9 | -14% | -1% | 4% | -1.2%
O=C(/C=C/c1ccc(S(=O)(=O)N2CCOCC2)cc1)N1CCN(c2ccc(F)cc2)CC1 | 2.3µM* | ? | -4% | -14% | -2% | -1% | -6 | -6% | -8% | -4% | -0.3%
Cc1nnn(C23CC4CC(CC(C(=O)NN)(C4)C2)C3)n1 | 2% | 0% | -8% | -2% | 3% | -2% | -6 | 1% | -3%[46.1 µM] | -16% | -0.5%
O=C(O)c1ccc2c(c1)C(=O)N(CCCCCCCN1C(=O)c3ccc(C(=O)O)cc3C1=O)C2=O | 11% | ? | 3% | 9% | 0% | -1% | -17 | 0% | 1% | 2% | -0.7%
CC(OC(=O)CCc1nc2ccccc2c(=O)[nH]1)C(=O)NC1CCCC1 (configuration not stated) | 22% | -12% | -5% | 0% | -4% | -2% | 8 | -17% | 2%[46.1 µM] | 8% | -0.4%
O=C(O)c1cc2n(n1)CCN(Cc1ccccc1Cl)C2=O | 16% | ? | 4% | -2% | 0% | -5% | 2 | 0% | -5% | 1% | 0.0%
COc1ccc(/C=N/OCC(=O)NC(c2ccccc2)c2ccccc2)cc1OC | -4% | 1% | 4% | -5% | -2% | -3% | -37 | -2% | -10%[46.1 µM] | -10% | 0.1%
O=C1N(Cc2cccc(Cl)c2)C[C@@H]2C[C@@H](c3cccn3-c3nccs3)N3CCC[C@@]123 | 1% | -12% | -3% | -7% | 1% | -4% | -1 | 2% | 3% | -3% | -0.4%
COc1ccc2nccc(C(N)=O)c2c1 | -18% | 7% | -1% | 6% | 2% | -1% | 0 | -3% | -6% | 5% | -0.1%
COc1ccc(/C=N/OCc2ccc(Br)cc2)c(OC)c1 | 17% | ? | -18% | 8% | -1% | -4% | -21 | 1% | -6% | -9% | 0.6%
COC(=O)c1c(C)[nH]c(C)c1-c1ccccc1 | 4% | -13% | 4% | -23% | 2% | -3% | -11 | 2% | -1% | 3% | -0.1%
CCCOc1ccc2c(=O)c(N3C(=O)c4ccccc4C3=O)c(C)oc2c1 | -1% | 1% | -1% | -2% | -1% | -1% | -19 | 1% | 9% | -1% | 0.1%
CC(C)c1ccccc1OS(N)(=O)=O | 5% | -8% | 2% | 10% | -1% | -1% | -2 | -5% | -4% | 8% | 0.4%
CC(C)CNc1c(N)c(=O)oc2ccccc12 | 0% | ? | 3% | -7% | 3% | -6% | -6 | -5% | 0% | 1% | 0.0%
O=C(CN1C(=O)C2CC=CCC2C1=O)NCC1COc2ccccc2O1 (configuration not stated) | -6% | -22% | 2% | 7% | -1% | -3% | 19 | 0% | 2% | 0% | -0.6%
CCOC(=O)N1CCC(NS(=O)(=O)c2ccc3c(c2)C(C)(C)C(=O)N3C)CC1 | -1% | 3% | 1% | 0% | 1% | -3% | -4 | -3% | 5% | -1% | 0.4%

Source: PubChem (National Center for Advancing Translational Sciences (NCATS))

The order is random (roughly 3% active in at least one column).
